AmpC inh det: AmpC beta-lactamase inhibition, detergent assay. P00811. purified AmpC, nitrocefin hydrolysis with detergent. Potency, µM (titrated, usually from 28.7 µM), without a hit: at the top dose activity change, negative = inhibition. hit rate 0.09% among 71,000; active = well fitted curve in the direction sought with a large enough effect
Target sequence (P00811 whole entry, looked up): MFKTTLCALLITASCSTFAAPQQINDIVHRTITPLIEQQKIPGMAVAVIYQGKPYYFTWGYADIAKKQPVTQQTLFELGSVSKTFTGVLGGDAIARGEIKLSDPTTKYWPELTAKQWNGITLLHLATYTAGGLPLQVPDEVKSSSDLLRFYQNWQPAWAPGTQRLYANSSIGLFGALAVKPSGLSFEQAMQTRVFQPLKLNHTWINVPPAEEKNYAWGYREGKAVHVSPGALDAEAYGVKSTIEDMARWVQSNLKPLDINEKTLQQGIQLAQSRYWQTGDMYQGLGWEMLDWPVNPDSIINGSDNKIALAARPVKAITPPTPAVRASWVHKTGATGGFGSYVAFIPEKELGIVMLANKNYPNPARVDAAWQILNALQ
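E. coli AmpC (5.3 nM) in 20 mM phosphate pH 7.0 with 0.01% Triton X-100, preincubated 15 min RT with compound; nitrocefin (2 uL of 800 uM stock) hydrolysis followed by 480 nm absorbance every 20 s over 4 min.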
Numbers without * were called inactive; [ ] = remark or other dose. % is set by controls: 0 for no effect and ±100 for the full control effect; potency is the fitted concentration of half-maximal effect.

SMILES	AmpC inh det
CC1=C(C)C(=O)N(c2ccccn2)C1=O	-3%
CCN(CC)S(=O)(=O)c1ccc2oc(C(=O)NCC3COc4ccccc4O3)c(C)c2c1 (stereo not given)	-3%
CCOC(=O)c1c(NC(=O)CSc2nnnn2-c2ccc3c(c2)OCCO3)sc(C)c1C	2%
O=C(c1noc2c1CCc1ccccc1-2)N1CCc2ccccc2C1	-4%
Cc1cc2c(cc1C)NC(c1ccccn1)C1=C(CC(C)(C)CC1=O)N2 (stereo not given)	1%
O=C(Cn1c(=O)n2ncnc2c2c3c(sc21)CCCC3)c1ccccc1	-2%
COc1ccc(-c2cc(C(=O)O)c(C)o2)cc1OC	-3%
CCN(CC(=O)Nc1c(C(=O)OC)[nH]c2ccccc12)c1ccc2c(c1)OCO2	0%
CN1C(=O)c2ccccc2C(C(=O)NCC2CCCO2)C1c1c[nH]c2ccccc12 (stereo not given)	22%
COc1cc(C(=O)OCc2cc3ccccc3[nH]c2=O)cc(OC)c1OC	-1%
CCc1cccc(Nc2cc(C)nc3nc(C)nn23)c1	9%
CN1C(=S)SC(/[N+]([O-])=C\c2ccco2)C1(C)C (stereo not given)	15%
Cc1ccc(CCNC(=O)C2CCN(S(=O)(=O)c3ccc4c(c3)CCC(=O)N4)CC2)cc1	12%
N[C@@H](Cc1c[nH]c2ccc([N+](=O)[O-])cc12)C(=O)O	-4%[5.75 µM]
CCOc1ccc2[nH]c(=O)c(CN(Cc3cccs3)C(CC)c3nnnn3C(C)(C)CC)cc2c1 (stereo not given)	3%
Clc1ccccc1Nc1c2c(nc3ncnn13)CCC2	12%
O=c1[nH]c(=O)n(-c2ccc(F)cc2)c(O)c1C=Nc1ccccc1N1CCCC1	10%
COc1ccccc1N1CCN(C(=O)c2c(-c3ccccc3Cl)noc2C)CC1	9%
CCOC(=O)c1cc(-c2nnc(-c3cc(OC)c(OC)c(OC)c3)o2)c(C)nc1C	3%
Cc1cc(C(=O)NCCCN2CCOCC2)n(-c2ccccc2)n1	3%
Cc1ccccc1N(CC(N)=O)S(C)(=O)=O	-2%
CCC(=O)Nc1cccc(-c2nc3ccccc3c(=O)o2)c1	0%
O=C(NC1CCCCC1)C1CN(S(=O)(=O)c2ccccc2)CCN1S(=O)(=O)c1ccccc1 (stereo not given)	-3%
Clc1ccc(OCCN2CCN(c3ncnc4sccc34)CC2)cc1	-5%
Cc1cc(C)n2nc(CC(=O)NC3CCCC(C)C3C)nc2n1 (stereo not given)	-3%
c1ccc(C2(Cn3ccc4ccccc43)OCCO2)cc1	7%
CCOC(=O)C(C)Sc1nnc(Cc2cc(=O)[nH]c(=O)[nH]2)n1-c1ccc(Cl)cc1 (stereo not given)	4%
Cn1cnc2cc(NC(=O)c3ccco3)ccc21	-2%
O=C(Nc1ccccc1C(F)(F)F)c1cccnc1	-1%
O=C(Nc1cccc(C(F)(F)F)c1)c1cc(-c2cccs2)on1	-3%

A stretch from the list above, for reference:
SMILES	AmpC inh det
CCOc1ccc2[nH]c(=O)c(CN(Cc3cccs3)C(CC)c3nnnn3C(C)(C)CC)cc2c1 (stereo not given)	3%
Clc1ccccc1Nc1c2c(nc3ncnn13)CCC2	12%
O=c1[nH]c(=O)n(-c2ccc(F)cc2)c(O)c1C=Nc1ccccc1N1CCCC1	10%
COc1ccccc1N1CCN(C(=O)c2c(-c3ccccc3Cl)noc2C)CC1	9%
CCOC(=O)c1cc(-c2nnc(-c3cc(OC)c(OC)c(OC)c3)o2)c(C)nc1C	3%
Cc1cc(C(=O)NCCCN2CCOCC2)n(-c2ccccc2)n1	3%
Cc1ccccc1N(CC(N)=O)S(C)(=O)=O	-2%
CCC(=O)Nc1cccc(-c2nc3ccccc3c(=O)o2)c1	0%
O=C(NC1CCCCC1)C1CN(S(=O)(=O)c2ccccc2)CCN1S(=O)(=O)c1ccccc1 (stereo not given)	-3%
Clc1ccc(OCCN2CCN(c3ncnc4sccc34)CC2)cc1	-5%
Cc1cc(C)n2nc(CC(=O)NC3CCCC(C)C3C)nc2n1 (stereo not given)	-3%
c1ccc(C2(Cn3ccc4ccccc43)OCCO2)cc1	7%
CCOC(=O)C(C)Sc1nnc(Cc2cc(=O)[nH]c(=O)[nH]2)n1-c1ccc(Cl)cc1 (stereo not given)	4%
Cn1cnc2cc(NC(=O)c3ccco3)ccc21	-2%
O=C(Nc1ccccc1C(F)(F)F)c1cccnc1	-1%
O=C(Nc1cccc(C(F)(F)F)c1)c1cc(-c2cccs2)on1	-3%

(next part)
SMILES	AmpC inh det
O=[N+]([O-])c1ccc(Cl)cc1	11%
C(=N\c1c(-c2ccccc2)nc2n1CCS2)/c1ccccc1	13%
O=S(=O)(NCC(c1cccnc1)N1CCN(Cc2ccccc2)CC1)c1ccccc1 (stereo not given)	12%
CCCN(CCC)S(=O)(=O)c1cc(Br)cc2c1N(C(=O)CC)CC2	-3%
CCOC(=O)C1CCCN(CC(=O)Nc2c(C(=O)OC)[nH]c3ccc(Br)cc23)C1 (stereo not given)	-3%
COc1cccc(C2CC(c3ccc(C)cc3)Nc3nc(N)nn32)c1 (stereo not given)	7%
CC(C)N(C)C	10%
Cc1nonc1NC(=O)c1ccc(Cl)c(S(=O)(=O)N2CCCCC2)c1	0%
CC1Cc2ccccc2N1C(=O)COc1cccc(-n2cnnn2)c1 (stereo not given)	1%
CC(C)C[C@H](NC(=O)NCc1ccc(Cl)cc1)C(=O)O	-3%
O=C1C(c2ccc(F)cc2)N(C2CCCCC2)C(=O)CN1C1CCCC1 (stereo not given)	-2%
Cn1c(=O)cc(SCC(=O)NCC2CCCO2)c2ccc(Cl)cc21 (stereo not given)	0%
Cc1nc(NC(=O)CSc2nc3cccnc3n2Cc2ccccc2)sc1C	-4%
Cc1ccc(C(=O)C2=C(O)C(=O)N(Cc3ccccc3)C2c2cccnc2)o1 (stereo not given)	-7%
COC(=O)c1ccc(Nc2nc(C)cc(=O)[nH]2)cc1	-6%
COc1ccc(CCNS(=O)(=O)c2ccc3c(c2)CCN3C(=O)C2CC2)cc1OC	-1%
O=C(Nc1nc(-c2ccc(Cl)s2)cs1)c1ccncc1	-2%
Cc1ccccc1NC(=O)CSc1nnc(-c2ccoc2C)n1CCc1ccccc1	-3%
O=C(c1cnccn1)N1CCC2(CC1)CCN(c1ccccc1)CC2	-4%
CCOC(=O)c1cc(-c2cc3ccccc3o2)nc2c1c(=O)[nH]c(=O)n2CCOC	14%
CCCNC(=O)Cn1cnc2sc(C(=O)NCCN(CC)CC)c(C)c2c1=O	-4%
CCOC(=O)NC1(NCc2ccccc2)Oc2ccccc2O1	3%
O=C(O)C1CCCCC1C(=O)Nc1ccc(Cl)cc1Cl (stereo not given)	20%
N#CC(C(=O)c1ccco1)c1ccccn1 (stereo not given)	-1%
CCCC(=O)Nc1ccc(NC(=O)c2ccco2)c(OC)c1	4%
O=C(Oc1cccc2c(O)cccc12)c1ccccc1	-1%
Cn1nc(CC(=O)Nc2cccnc2N2CCOCC2)c2ccccc2c1=O	0%
COc1cc2c(cc1OC)CN(C(=O)NS(=O)(=O)c1ccc(C)cc1)CC2	2%
Clc1cccc(-c2nn3c(Cn4cnc5ccccc54)nnc3s2)c1	-3%
Cc1cccc(S(=O)(=O)c2c(N)n(/N=C/c3cccnc3)c3nc4ccccc4nc23)c1	-4%
COC(=O)c1ccc(S(=O)(=O)N2CCCCCC2)cc1	-1%
COc1cc(C2C(C#N)=C(N)Oc3cc(C)oc(=O)c32)cc2c1OCO2 (stereo not given)	-4%
O=C1CC(c2cccc(Cl)c2)Cc2nc(N3CCN(c4ccccc4)CC3)ncc21 (stereo not given)	-2%
COc1ccccc1NC(=O)c1oc2ccccc2c1NC(=O)c1cc(OC)c(OC)c(OC)c1	-2%
Cc1nccc2[nH]c(=O)c(C(=O)NC3CCCCC3C)cc12 (stereo not given)	-1%
Cc1nc2cc(C(=O)OCC(=O)N(CC(C)C)C3CCS(=O)(=O)C3)ccc2n1-c1ccccc1 (stereo not given)	-2%
O=C(NC12CC3CC(CC(C3)C1)C2)c1cccnc1	2%
COCCNC(=O)C1c2cc(OC)c(OC)cc2C(=O)N(C)C1c1cccnc1 (stereo not given)	21%
COCCCN1C(=O)C(=O)/C(=C(/O)c2ccc(OC(C)C)c(C)c2)C1c1ccncc1 (stereo not given)	-2%
CCCOc1ccc2[nH]cc(C3=CCNCC3)c2n1	-2%
CCCC(=O)NC1C2CC3CC(C2)CC1C3 (stereo not given)	-13%
Cc1cc(C(=O)CSc2nc3ccc(Cl)cc3[nH]2)c(C)n1C	-5%
O=C(Nc1ccccc1)C1=C(N2CCOCC2)/C(=C/c2cccnc2)CC1	2%
CCN(CC)Cc1cc(Nc2ccnc3cc(Cl)ccc23)ccc1O	-5%[12.8 µM]
CC(C)N(Cc1nc(-c2ccc(Cl)cc2)no1)C(=O)CN(C)S(=O)(=O)c1ccc(Cl)cc1	-3%
CC(C)N1C(=O)c2ccc(C(=O)O)cc2C1=O	-3%
COCCNC(=O)C(c1ccc(Cl)cc1)N(C(=O)CCC(=O)Nc1ccccn1)C1CCCC1 (stereo not given)	7%
CCCOc1cc(C)c(S(=O)(=O)NCCOC)cc1C	-3%
CCCOc1ccc(NC(=O)C2CC(=O)N3CCCN=C3S2)cc1 (stereo not given)	0%
Cc1ccccc1S(=O)(=O)Cc1ccc(C(=O)NCc2cccnc2)o1	-4%
CCn1c(CSc2nncn2-c2ccc(OC)cc2)nc2cc(S(=O)(=O)N(C)C)ccc21	-2%
O=C(c1csc2c1CCCCC2)N1CCN(c2ncccn2)CC1	-4%
Cc1ccc(NC(=O)CSc2nc3nc(C)cc(C)c3c(=O)[nH]2)cc1	-4%
COc1cc(NC(=O)c2nccnc2C(=O)O)cc(OC)c1	11%
CC(NS(=O)(=O)c1ccc(Cl)cc1)C(c1cccs1)N1CCN(C)CC1 (stereo not given)	0%
Cc1ccc(C)c2[nH]c(=O)c(CCNC(=O)CC(C)C)cc12	10%
COC(=O)CCN(C)CCC(=O)OC	-3%
O=c1cc(Nc2ccc3c(c2)OCCO3)[nH]c(=O)n1Cc1ccc(F)cc1	-3%
COc1ccc(NC(=O)NC(C(F)(F)F)C(F)(F)F)cc1	-6%
O=C(COc1ccccc1)Nc1nc(-c2cccs2)cs1	-4%

Going on with the list:
SMILES	AmpC inh det
Cc1csc(NC(=O)C2CCCN2C(=O)Oc2ccccc2)n1 (stereo not given)	-2%
CCOc1ccc(NC(C)=O)cc1	9%
Cc1onc(-c2ccccc2Cl)c1C(=O)Nc1ccc(-c2nnc3n2CCCCC3)cc1	8%
Cc1ccc2c(c1)CNc1ccccc1O2	-3%
Cc1nnc(SCCCn2c(N3CCCCC3)nc3c2c(=O)[nH]c(=O)n3C)s1	-3%
CCCCS(=O)(=O)Nc1ccc2ncn(C)c(=O)c2c1	-6%
O=C(NCCCCNC(=O)C1CCCC1)C1CCCC1	-6%
O=C1C(C=NCc2ccccn2)=C(O)c2ccccc21	7%
COc1cc(C)c(C(N)=O)c(OC)n1	17%
Clc1ccc(Cl)c(Cl)c1	11%
C=CCSC1=C(C#N)C(c2ccccc2C)CC(=O)N1 (stereo not given)	10%
Nc1n[nH]c(-c2ccccc2)c1-c1ccccc1	-3%
CN(C)C(CNc1nnnn1-c1ccccc1)c1ccco1 (stereo not given)	10%
CCN(CC)CCNC(=O)CCc1nn(C)c(=O)c2ccccc12	0%
CCN(CC)S(=O)(=O)c1ccc(Cl)c(C(=O)Oc2cccnc2)c1	-5%
Cc1ccc(C)c(N(CC(=O)NC2CCCCC2)C(=O)CCC(=O)Nc2ccccn2)c1	13%
COc1ccc(C2(O)CCN(CC(=O)Nc3nccs3)CC2)c(OC)c1	9%
COc1cccc(S(=O)(=O)Nc2ccc(C(=O)N3CCN(C(=O)c4ccco4)CC3)cc2)c1	-5%
O=C(NCCCN1CCCC1=O)Nc1ccc(Cl)cc1	-2%
O=C(c1oc(=O)c2ccccc2c1-c1ccccc1)N1CCOCC1	-1%
N=c1n(Cc2ccccc2)c2ccccc2n1CC(O)c1ccccc1 (stereo not given)	-5%
O=C(NCCc1ccccc1)c1ncn[nH]1	-4%
O=C(Cn1ccc2ccccc2c1=O)NCCC(=O)N1CCN(C2CCCCC2)CC1	20%
CC1(C)c2ccccc2N2CC(=O)N(CC(N)=O)C21C (stereo not given)	17%
COc1ccc(C(=O)NCc2nnc(SCC(=O)N3CCCCC3)o2)cc1OC	-2%
c1ccc(CCN2CCOCC2)nc1	0%[5.75 µM]
O=C(NCC1CCCO1)c1cc2n(n1)C(C(F)(F)F)CC(c1ccc(F)cc1)N2 (stereo not given)	0%
Oc1ccc(Cl)cc1/C=N/c1nc2ccccc2[nH]1	-4%
O=C1CC(N2CCC(O)CC2)C(=O)N1c1ccc(Br)cc1 (stereo not given)	9%
CS(=O)(=O)Nc1cccc(-c2cncnc2-n2ccnc2)c1	2%
CCN(CCCNC(=O)CC(C(=O)N1CCc2ccccc21)n1ccnc1)c1ccccc1 (stereo not given)	-5%
Cn1c(=N)c(S(=O)(=O)c2ccc(F)cc2)cc2c(=O)n3ccccc3nc21	0%
CCCCOC(=O)CSc1nc2c(c(=O)[nH]c(=O)n2C)n1C/C=C(\C)Cl	-3%
O=C(c1cnn2c(C(F)(F)F)cc(-c3ccc4c(c3)OCO4)nc12)N1CCCCC1	8%
O=C(NCc1ccco1)c1ccc(CS(=O)(=O)Cc2ccc(F)cc2)o1	-4%
COc1ccc(CNC(=O)C2CCN(S(=O)(=O)c3c(C)n[nH]c3C)CC2)cc1	-2%
O=C(c1ccccc1)c1coc2ccc(O)c(CN3CCOCC3)c12	12%
O=[N+]([O-])c1ccc2nc[nH]c2c1	14%
COC(=O)c1[nH]c2ccc(Cl)cc2c1NC(=O)CN1CCC(C(N)=O)CC1	-2%
COc1ccc(C(=O)Nc2nc(-c3cccs3)cs2)cc1	-2%
NC(=O)c1ccc(C2SCC(=O)N2Cc2ccccc2)cc1 (stereo not given)	-1%

Screening results from PubChem.

These rows are one share of the data, so the mix of outcomes need not match the whole.
